NSD2 block – inhibitors of human NSD2 methyltransferase; 44,000 tested, 0.07% active; NSD2-SET H3K36me1 DELFIA fluorescence, biochemical; inhibition, % at 12.5 µM; O96028; in the data active = inhibition above about 54%, passing the limit was not always enough; inconclusive = no clear call, values can overlap the other calls;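 note: inhibitors reduce the monomethyl H3K36 fluorescence signal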
Target sequence (O96028 whole entry, looked up): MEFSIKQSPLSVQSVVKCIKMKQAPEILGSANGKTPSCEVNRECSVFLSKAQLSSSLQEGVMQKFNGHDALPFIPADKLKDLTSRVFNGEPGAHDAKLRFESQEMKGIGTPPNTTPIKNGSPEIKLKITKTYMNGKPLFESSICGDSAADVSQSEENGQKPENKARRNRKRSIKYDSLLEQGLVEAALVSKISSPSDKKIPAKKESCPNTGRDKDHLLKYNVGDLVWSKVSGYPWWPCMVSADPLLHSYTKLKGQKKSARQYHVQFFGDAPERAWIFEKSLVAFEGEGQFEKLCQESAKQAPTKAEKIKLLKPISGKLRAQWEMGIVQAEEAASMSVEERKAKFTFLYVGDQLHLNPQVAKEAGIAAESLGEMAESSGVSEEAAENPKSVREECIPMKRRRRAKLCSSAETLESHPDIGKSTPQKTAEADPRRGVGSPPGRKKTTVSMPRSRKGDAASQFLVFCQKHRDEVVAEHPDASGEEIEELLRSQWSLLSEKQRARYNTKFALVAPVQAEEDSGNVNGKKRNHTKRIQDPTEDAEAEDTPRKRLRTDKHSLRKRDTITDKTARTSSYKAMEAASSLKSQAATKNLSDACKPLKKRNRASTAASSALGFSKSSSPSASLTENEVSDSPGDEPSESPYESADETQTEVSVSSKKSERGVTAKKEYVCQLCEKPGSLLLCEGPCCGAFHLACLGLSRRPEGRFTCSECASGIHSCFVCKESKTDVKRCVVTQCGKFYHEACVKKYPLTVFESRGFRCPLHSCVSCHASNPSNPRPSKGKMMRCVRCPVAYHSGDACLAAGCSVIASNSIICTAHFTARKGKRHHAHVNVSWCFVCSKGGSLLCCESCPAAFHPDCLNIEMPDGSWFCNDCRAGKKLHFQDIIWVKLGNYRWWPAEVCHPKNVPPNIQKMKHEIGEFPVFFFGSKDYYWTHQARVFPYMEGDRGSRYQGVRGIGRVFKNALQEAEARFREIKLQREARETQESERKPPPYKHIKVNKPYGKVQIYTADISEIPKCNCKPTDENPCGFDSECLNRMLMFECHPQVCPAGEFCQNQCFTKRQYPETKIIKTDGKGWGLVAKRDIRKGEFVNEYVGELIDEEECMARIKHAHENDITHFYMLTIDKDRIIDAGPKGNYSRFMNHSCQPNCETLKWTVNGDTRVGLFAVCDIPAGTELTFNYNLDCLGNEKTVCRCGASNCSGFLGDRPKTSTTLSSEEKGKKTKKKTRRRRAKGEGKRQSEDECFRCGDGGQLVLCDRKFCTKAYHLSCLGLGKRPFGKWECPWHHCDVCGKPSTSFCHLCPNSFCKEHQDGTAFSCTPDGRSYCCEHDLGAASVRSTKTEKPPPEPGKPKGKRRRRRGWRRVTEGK
Starred values were filed as active, the others as inactive; ? = inconclusive. A portion of the library; count on the stated rates, not on these rows.

SMILES	NSD2 block
COc1ccc(S(=O)(=O)N(C)C[C@H]2Oc3ccc(NS(=O)(=O)c4ccccc4)cc3C(=O)N([C@@H](C)CO)C[C@@H]2C)cc1	-1.1
C[C@H](CO)N1C[C@H](C)[C@H](CN(C)C(=O)Nc2cccc3ccccc23)Oc2ccc(NS(=O)(=O)c3ccccc3)cc2C1=O	1.7
C[C@H](CO)N1C[C@H](C)[C@H](CN(C)S(=O)(=O)c2cccc(F)c2)Oc2ncccc2C1=O	-2.9
CC1OC(O[C@H]2[C@@H](O)C[C@@]3(C)C(CC[C@]4(C)C3CC=C3[C@@H]5CC(C)(C)CC[C@]5(C(=O)OC5OC(C)C(OC6OCC(OC7OCC(O)C(OC8OCC(O)C(O)C8O)C7O)C(O)C6O)C(O)C5O)CC[C@]34C)[C@]2(C)CO)C(O)C(OC2OC(CO)C(O)C(O)C2O)C1O (stereo partly specified)	0.2
C[C@@H]1CN([C@H](C)CO)C(=O)c2cc(-c3ccccc3F)cnc2O[C@H]1CN(C)Cc1cccc(C(=O)O)c1	-1.2
C[C@@H]1CN([C@H](C)CO)C(=O)c2cccc(NS(=O)(=O)c3cccs3)c2O[C@H]1CN(C)Cc1ccc(C(F)(F)F)cc1	-1.4
C[C@@H]1CCCCO[C@H](CN(C)S(=O)(=O)c2ccc(F)cc2)[C@H](C)CN([C@@H](C)CO)C(=O)c2cc(NS(=O)(=O)c3ccccc3)ccc2O1	1.9
c1ccc(-c2noc(CSc3nnc(C4CC4)n3-c3ccccc3)n2)cc1	0.7
C[C@@H]1CCCCO[C@H](CN(C)Cc2ccc3c(c2)OCO3)[C@@H](C)CN([C@@H](C)CO)C(=O)c2cc(NC(=O)NC3CCCCC3)ccc2O1	7.8
C[C@H]1CN([C@@H](C)CO)C(=O)c2cc(-c3ccncc3)cnc2O[C@H]1CN(C)C(=O)CN1CCOCC1	9.3
C[C@H]1CN([C@@H](C)CO)C(=O)c2cc(-c3cccnc3)cnc2O[C@H]1CN(C)C(=O)NC1CCCC1	-7.7
C[C@@H]1CCCCO[C@H](CN(C)C(=O)Nc2ccc(F)cc2)[C@@H](C)CN([C@@H](C)CO)C(=O)c2cc(NC(=O)CCCN(C)C)ccc2O1	-6.6
C[C@H](CO)N1C[C@H](C)[C@@H](CN(C)S(=O)(=O)c2cn(C)cn2)Oc2ccc(NC(=O)CCN3CCOCC3)cc2CC1=O	6.0
CCCN(C)C[C@H]1Oc2ncc(C#Cc3ccccc3OC)cc2C(=O)N([C@H](C)CO)C[C@H]1C	4.9
CO[C@H](CN(C)S(=O)(=O)c1cccc(Cl)c1)[C@@H](C)CN([C@H](C)CO)S(=O)(=O)c1ccc(Cl)cc1	-1.8
C[C@@H]1CN([C@H](C)CO)C(=O)c2c(c3ccccc3n2C)-c2ccccc2CO[C@@H]1CN(C)C	-2.1
OC[C@H]1O[C@@H](n2cnc3c(N[C@H]4CCC[C@@H]4O)ncnc32)[C@H](O)[C@@H]1O	-8.8
Cc1ccc(S(=O)(=O)N(C)C[C@@H]2Oc3ncc(Br)cc3C(=O)N([C@H](C)CO)C[C@@H]2C)cc1	-6.1
O=C1c2cc(O)cc(O)c2C(=O)c2c(O)cc(CO)cc21	26.8
Cc1ccc(S(=O)(=O)Nc2ccc3c(c2)CC(=O)N([C@@H](C)CO)C[C@H](C)[C@H](CN(C)S(=O)(=O)c2ccc(Cl)cc2)O3)cc1	-3.7
CC(C)CC#Cc1cnc2c(c1)C(=O)N([C@@H](C)CO)C[C@@H](C)[C@H](CN(C)C(=O)c1ccc(F)cc1)O2	-1.3
C[C@H]1CN([C@@H](C)CO)C(=O)c2cc(C#Cc3ccccc3)cnc2O[C@@H]1CN(C)S(=O)(=O)c1ccccc1F	7.3
C[C@@H]1CN([C@@H](C)CO)C(=O)CCCn2nncc2CO[C@H]1CN(C)Cc1ccccc1C(F)(F)F	-3.3
C[C@@H]1CN([C@H](C)CO)C(=O)c2cc(NS(=O)(=O)c3ccc(Cl)cc3)ccc2O[C@H]1CN(C)Cc1ccc(-c2ccccc2)cc1	-9.7
C[C@H](CO)N1C[C@H](C)[C@H](CN(C)Cc2ccc(C(=O)O)cc2)Oc2c(NC(=O)Nc3ccc4c(c3)OCO4)cccc2C1=O	6.4

(cont.)
SMILES	NSD2 block
C=CCN1C(=S)N[C@@H]2c3ccccc3O[C@@]1(C)[C@@H]2CO	-3.5
C[C@H](CO)N1C[C@H](C)[C@@H](CN(C)C(=O)CCCN(C)C)OCCCC[C@H](C)Oc2ccc(NC(=O)NC3CCCCC3)cc2C1=O	-1.1
CC(C)NC(=O)Nc1ccc2c(c1)CC(=O)N([C@@H](C)CO)C[C@H](C)[C@@H](CN(C)C(=O)Nc1ccc3c(c1)OCO3)O2	-8.5
C[C@@H]1CN([C@H](C)CO)C(=O)c2ccccc2-c2ccccc2CO[C@@H]1CN(C)C(=O)CCN(C)C	1.7
C[C@@H]1CN([C@H](C)CO)C(=O)c2cc(NC(=O)CCCCCC(=O)Nc3ccccc3N)ccc2O[C@H]1CN(C)C(=O)Nc1ccc(C(F)(F)F)cc1	-2.5
C[C@@H]1CN([C@H](C)CO)C(=O)Cc2cc(N(C)C)ccc2O[C@@H]1CN(C)C(=O)Nc1ccccc1	3.0
C[C@H](CO)N1C[C@H](C)[C@H](CN(C)S(=O)(=O)c2cn(C)cn2)Oc2ccc(NC(=O)C3CC3)cc2C1=O	3.5
COc1ccc(S(=O)(=O)Nc2ccc3c(c2)CC(=O)N([C@H](C)CO)C[C@H](C)[C@@H](CN(C)C(=O)Nc2ccc4c(c2)OCO4)O3)cc1	3.1
CC(=O)N1CN(C2CCS(=O)(=O)C2)Cc2c1sc1c2CCCC1 (stereo unspecified)	0.9
CC1CCCC2OC2C(=O)c2c(O)cc(O)cc2CC(=O)O1 (stereo unspecified)	-1.1
C[C@H](CO)N1C[C@H](C)[C@H](CN(C)S(=O)(=O)c2ccccc2)Oc2ncc(-c3cc4ccccc4o3)cc2C1=O	-3.4
CCCNC(=O)N(C)C[C@H]1Oc2ncc(C#CC3(O)CCCC3)cc2C(=O)N([C@H](C)CO)C[C@H]1C	1.7
CC(=O)n1cc([C@H]2C=C(C(=O)N3CCOCC3)O[C@@H](OCc3ccc(CO)cc3)C2)c2ccccc21	0.0
C=CCn1c(=S)sc2c(=O)n(/N=C/c3ccc(Cl)cc3Cl)c(C)nc21	-1.1
Cc1ccc(S(=O)(=O)Nc2ccc3c(c2)CC(=O)N([C@H](C)CO)C[C@@H](C)[C@H](CN(C)C(=O)Nc2c(C)noc2C)O3)cc1	1.6
COc1ccc(-c2cnc3c(c2)C(=O)N([C@H](C)CO)C[C@@H](C)[C@@H](CN(C)Cc2cccnc2)O3)cc1	-2.7
C[C@H](CO)N1C[C@H](C)[C@@H](CN(C)CC2CC2)Oc2cc(-c3cncnc3)ccc2S1(=O)=O	-0.3
Cc1ccc(S(=O)(=O)Nc2ccc3c(c2)C(=O)N([C@@H](C)CO)C[C@@H](C)[C@H](CN(C)C(=O)Nc2ccc4c(c2)OCO4)O3)cc1	1.4
C[C@H](CO)N1C[C@H](C)[C@H](CN(C)C(=O)Nc2ccccc2)Oc2ccc(NC(=O)Cc3cn(C)c4ccccc34)cc2C1=O	-2.3
CC(C)NC(=O)Nc1ccc2c(c1)CC(=O)N([C@H](C)CO)C[C@@H](C)[C@@H](CN(C)Cc1ccc(-c3ccccc3)cc1)O2	-5.7
C[C@@H]1CN([C@@H](C)CO)C(=O)c2cc(NS(=O)(=O)c3ccc(F)cc3)ccc2O[C@@H]1CN(C)S(=O)(=O)c1cn(C)cn1	4.6
CN(C)C(=O)Oc1cccc([N+](C)(C)C)c1	1.4
C[C@@H]1CCCCO[C@H](CN(C)C(=O)Nc2ccc(F)cc2)[C@H](C)CN([C@@H](C)CO)C(=O)c2cc(NC(=O)Nc3ccc(C(F)(F)F)cc3)ccc2O1	10.0
C[C@@H]1CN([C@@H](C)CO)C(=O)c2cc(NC(=O)C3CC3)ccc2O[C@H]1CN(C)C(=O)Nc1ccc(F)cc1	0.6
CN1CCc2cc3c(cc2C(=O)Cc2ccc4c(c2C1)OCO4)OCO3	-4.2

Brought forward from above: 7 entries; new compounds follow.
SMILES	NSD2 block
C[C@H](CO)N1C[C@H](C)[C@H](CN(C)C(=O)Nc2ccccc2)Oc2ccc(NC(=O)Cc3cn(C)c4ccccc34)cc2C1=O	-2.3
CC(C)NC(=O)Nc1ccc2c(c1)CC(=O)N([C@H](C)CO)C[C@@H](C)[C@@H](CN(C)Cc1ccc(-c3ccccc3)cc1)O2	-5.7
C[C@@H]1CN([C@@H](C)CO)C(=O)c2cc(NS(=O)(=O)c3ccc(F)cc3)ccc2O[C@@H]1CN(C)S(=O)(=O)c1cn(C)cn1	4.6
CN(C)C(=O)Oc1cccc([N+](C)(C)C)c1	1.4
C[C@@H]1CCCCO[C@H](CN(C)C(=O)Nc2ccc(F)cc2)[C@H](C)CN([C@@H](C)CO)C(=O)c2cc(NC(=O)Nc3ccc(C(F)(F)F)cc3)ccc2O1	10.0
C[C@@H]1CN([C@@H](C)CO)C(=O)c2cc(NC(=O)C3CC3)ccc2O[C@H]1CN(C)C(=O)Nc1ccc(F)cc1	0.6
CN1CCc2cc3c(cc2C(=O)Cc2ccc4c(c2C1)OCO4)OCO3	-4.2
C[C@H]1CN([C@@H](C)CO)S(=O)(=O)c2ccc(-c3cccc(C#N)c3)cc2O[C@H]1CN(C)C	-2.1
C[C@@H]1CCCCO[C@H](CN(C)CC2CC2)[C@H](C)CN([C@@H](C)CO)C(=O)c2cc(NC(=O)Nc3ccc(F)cc3)ccc2O1	34.0
Cc1noc(C)c1NC(=O)Nc1ccc2c(c1)CC(=O)N([C@H](C)CO)C[C@H](C)[C@@H](CN(C)Cc1ccc3c(c1)OCO3)O2	-7.5
COC(=O)c1cn(CC(=O)N2CCN(C)CC2)nn1	2.4
Cc1ccc(S(=O)(=O)N(C)C[C@H]2Oc3ccc(NC(=O)NC(C)C)cc3CC(=O)N([C@@H](C)CO)C[C@@H]2C)cc1	-6.5
CCc1c(C)c(C#N)c2[nH]c3ccccc3n2c1=O	-0.2
C[C@H]1CN([C@@H](C)CO)C(=O)c2cc(NS(=O)(=O)c3cccs3)ccc2O[C@H]1CN(C)S(=O)(=O)c1cn(C)cn1	28.5
O=C(C[C@H]1C[C@@H]2c3cc(NC(=O)Nc4ccccc4F)ccc3O[C@@H]2[C@@H](CO)O1)NCCc1ccccc1	-0.6
C[C@@H]1CCCCO[C@@H](CN(C)S(=O)(=O)c2ccccc2)[C@@H](C)CN([C@H](C)CO)C(=O)c2cc(NS(C)(=O)=O)ccc2O1	?
C[C@H]1CN([C@@H](C)CO)C(=O)c2cccc(NC(=O)Nc3ccc4c(c3)OCO4)c2O[C@@H]1CN(C)Cc1ccc(Oc2ccccc2)cc1	-0.3
O=C(C[C@@H]1C[C@@H]2c3cc(NS(=O)(=O)c4ccc(F)cc4)ccc3O[C@@H]2[C@@H](CO)O1)NCc1cccnc1	-3.8
C[C@@H]1CN([C@@H](C)CO)C(=O)c2cc(NC(=O)c3ccncc3)ccc2O[C@H]1CN(C)CC1CCCCC1	-0.4
O=C(C1=C[C@H](c2ccc(C(F)(F)F)cc2)C[C@H](OCCCCO)O1)N1CCOCC1	-6.9
Cc1noc(C)c1S(=O)(=O)Nc1ccc2c(c1)C(=O)N([C@H](C)CO)C[C@@H](C)[C@H](CN(C)Cc1ccc(Cl)c(Cl)c1)O2	-2.5
C[C@H]1CN([C@@H](C)CO)S(=O)(=O)c2ccc(C#CC(C)(C)O)cc2O[C@@H]1CN(C)C	3.4
[N-]=[N+]=Nc1ccccc1C[C@]1(C(=O)N2CCOCC2)N=C(c2ccc(OCCCO)cc2)O[C@H]1c1ccccc1	-0.6
COCCNC(=O)C[C@H]1C[C@H]2c3cc(NC(=O)Nc4ccc(F)cc4)ccc3O[C@H]2[C@H](CO)O1	-2.6
Cc1ccc(S(=O)(=O)N(C)C[C@H]2OCCCC[C@@H](C)Oc3ccc(NS(=O)(=O)c4c(C)noc4C)cc3C(=O)N([C@@H](C)CO)C[C@@H]2C)cc1	-8.1
COc1ccc(NC(=O)N(C)C[C@H]2Oc3ncc(C#C[C@@H](C)O)cc3C(=O)N([C@H](C)CO)C[C@H]2C)cc1	-13.0
C[C@H](CO)N1C[C@H](C)[C@@H](CN(C)S(=O)(=O)c2ccccc2)Oc2ccc(NS(=O)(=O)c3ccc(F)cc3)cc2CC1=O	-3.6
C[C@@H]1CN([C@H](C)CO)C(=O)c2cc(NS(C)(=O)=O)ccc2O[C@@H](C)CCCCO[C@H]1CN(C)C(=O)Nc1ccc2c(c1)OCO2	0.3
C[C@@H]1CN([C@@H](C)CO)C(=O)c2cccc(NC(=O)Nc3ccc(C(F)(F)F)cc3)c2O[C@H]1CN(C)C(=O)NC1CCCCC1	-10.8
C[C@@H]1CN([C@H](C)CO)C(=O)c2cc(NS(=O)(=O)c3ccc(Cl)cc3)ccc2O[C@@H]1CN(C)Cc1ccc(Oc2ccccc2)cc1	-9.1
O=C(CCCCCCC(=O)Nc1ccccc1O)N/N=C/c1ccc(Br)s1	-2.8
O=c1cc(-c2ccc(O)cc2)oc2c(C3OCC(O)C(O)C3O)c(O)c(C3OC(CO)C(O)C(O)C3O)c(O)c12 (stereo unspecified)	22.7
C[C@@H]1CCCCO[C@@H](CN(C)C(=O)c2ccccc2)[C@@H](C)CN([C@H](C)CO)C(=O)c2cc(NS(=O)(=O)c3ccc(Cl)cc3)ccc2O1	-1.0
C[C@@H]1CN([C@@H](C)CO)C(=O)Cc2cc(NC(=O)Nc3ccc4c(c3)OCO4)ccc2O[C@@H]1CN(C)C(=O)Nc1cccc2ccccc12	0.4
COc1ccc(C#Cc2cnc3c(c2)C(=O)N([C@H](C)CO)C[C@H](C)[C@H](CN(C)C(=O)CN(C)C)O3)cc1	17.7
COc1ccc(NC(=O)Nc2ccc3c(c2)CC(=O)N([C@H](C)CO)C[C@@H](C)[C@@H](CN(C)Cc2ccncc2)O3)cc1	7.1

Structures listed so far that contain a COOH group (2):
SMILES	NSD2 block
C[C@@H]1CN([C@H](C)CO)C(=O)c2cc(-c3ccccc3F)cnc2O[C@H]1CN(C)Cc1cccc(C(=O)O)c1	-1.2
C[C@H](CO)N1C[C@H](C)[C@H](CN(C)Cc2ccc(C(=O)O)cc2)Oc2c(NC(=O)Nc3ccc4c(c3)OCO4)cccc2C1=O	6.4
